High-throughput results deposited in PubChem by National Center for Advancing Translational Sciences (NCATS).
aSyn yeast inh: rescues yeast growth from alpha-synuclein toxicity; Potency, µM (series often up to 46.1 µM), without a hit: at the highest dose growth rescue (activation), most hits filed as activators; Yeast expressing alpha-synuclein, growth rescue, BacTiter-Glo, 24 h; 0.14% of 370,000 active; also: potency is read from the fitted curve at half-maximal effect; % of control where 0% means no effect; nearly all actives have a fitted effect of over 65% in size
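Readout is rescue of growth in alpha-synuclein-expressing yeast, so inhibitors of toxicity appear as activators. Growth after 24 hr at 30 deg C in galactose medium is quantified by luminescence.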
EPAC2 agonist: agonists of human EPAC2 (RAPGEF4); EPAC2 activation, biochemical qHTS; response scale: 100% = 6.5 mM cAMP response; Potency, µM (highest dose often 154 µM), without a hit: at the top dose activation, usual class: activators; 0.079% of 360,000 active; AID 720711; also: potency is read from the fitted curve at half-maximal effect; nearly all actives have a fitted effect of over 50% in size
Target sequence (Q8WZA2 whole entry, looked up): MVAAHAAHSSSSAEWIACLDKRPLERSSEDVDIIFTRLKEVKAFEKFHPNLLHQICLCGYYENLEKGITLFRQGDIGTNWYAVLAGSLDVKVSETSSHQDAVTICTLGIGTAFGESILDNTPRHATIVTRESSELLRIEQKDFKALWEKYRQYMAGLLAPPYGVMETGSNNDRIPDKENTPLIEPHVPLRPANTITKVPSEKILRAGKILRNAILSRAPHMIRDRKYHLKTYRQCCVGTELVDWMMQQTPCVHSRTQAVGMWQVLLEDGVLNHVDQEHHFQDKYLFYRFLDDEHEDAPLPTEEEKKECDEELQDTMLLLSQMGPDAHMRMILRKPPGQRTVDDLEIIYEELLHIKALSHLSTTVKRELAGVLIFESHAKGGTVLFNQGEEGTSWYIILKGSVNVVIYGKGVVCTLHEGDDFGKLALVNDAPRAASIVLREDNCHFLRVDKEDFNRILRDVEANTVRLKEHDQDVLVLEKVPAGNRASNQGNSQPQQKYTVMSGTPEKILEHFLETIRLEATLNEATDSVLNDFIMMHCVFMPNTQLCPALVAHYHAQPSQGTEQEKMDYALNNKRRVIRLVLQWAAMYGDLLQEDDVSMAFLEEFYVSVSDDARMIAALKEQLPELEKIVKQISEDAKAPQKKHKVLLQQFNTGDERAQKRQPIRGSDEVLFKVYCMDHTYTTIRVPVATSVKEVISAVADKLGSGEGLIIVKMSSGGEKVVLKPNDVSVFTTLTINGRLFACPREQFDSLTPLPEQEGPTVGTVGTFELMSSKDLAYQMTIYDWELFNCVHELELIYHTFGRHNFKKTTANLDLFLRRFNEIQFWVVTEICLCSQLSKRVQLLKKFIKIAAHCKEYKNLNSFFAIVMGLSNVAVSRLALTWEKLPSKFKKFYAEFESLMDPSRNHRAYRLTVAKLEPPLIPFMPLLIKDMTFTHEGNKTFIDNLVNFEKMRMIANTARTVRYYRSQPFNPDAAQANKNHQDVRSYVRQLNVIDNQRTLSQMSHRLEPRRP
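In this primary screen, activation is scored as increased exchange of BODIPY-GDP from Rap1B by 100 nM EPAC2, with 50 uM GDP as competitor. Signal is normalized to the 6.5 mM cAMP agonist control.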
EPAC2 antagonist: blocks human EPAC2 exchange factor. Q8WZA2. EPAC2 GEF exchange of Rap1B-BODIPY-GDP, fluorescence. Potency, µM (top dose mostly 114 µM), without a hit: top-dose activity, negative = inhibition, usual class: inhibitors. 0.18% of 360,000 active. AID 720708; also: potency is read from the fitted curve at half-maximal effect; % is scaled to controls: 0 for no effect and ±100 for the full control effect; nearly all actives have a fitted effect of over 45% in size; many of its hits are not listed in these tables
Abeta rescue: restores growth of yeast expressing A-beta42 peptide; yeast expressing A-beta42, growth rescue, OD600, 48 h; response scale: 0% DMSO, 100% iron-clioquinol control; AID 1347071; 0.063% of 410,000 active; Potency, µM (doses to about 46.1 µM), for the others: at the top dose growth rescue, usual class: activators; also: potency is read from the fitted curve at half-maximal effect; nearly all actives have a fitted effect of over 55% in size
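Yeast A-beta toxicity model in growth medium with pinned compounds, 48 h at 30 C; growth read as absorbance at 600 nm. Normalized to FeCl3/clioquinol equimolar mix (positive) and DMSO (negative).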
TDP-43 yeast inh: TDP-43 toxicity inhibition in yeast. TDP-43 expressing yeast growth rescue, BacTiter-Glo, 24 h. 1.8% of 410,000 active. Potency, µM (highest dose often 46.1 µM), inactives show at the top dose growth rescue (activation), actives largely listed as activators. AID 652104; also: potency is read from the fitted curve at half-maximal effect; % of control where 0% means no effect; nearly all actives have a fitted effect of over 50% in size
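Readout is BacTiter-Glo luminescence of cell growth, so inhibitors register as activators. TDP-43-expressing yeast at OD600=0.02 in galactose medium, after raffinose pregrowth to mid-log, were incubated with compound for 24 hr at 30 deg C.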
DRD3 antagonist: antagonists of human D3 dopamine receptor | P35462 | D3R cells, DiscoveRx beta-arrestin luminescence, antagonist mode; stronger effect = lower value | max response, negative = inhibition, % | 2.5% of 360,000 active; in the data active = max response below about -50%; inconclusive = no clear call, values can overlap the other calls; also: % is scaled to controls: 0 for no effect and ±100 for the full control effect; mostly tested at two doses, the higher about 12 µM
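Cells expressing the human receptor were seeded at 1500 cells/well, incubated overnight at 37 degrees C in 5% CO2, then exposed to library compounds with dopamine controls for 90 minutes at 37 degrees C before luminescent detection.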
DRD3 agonist: activates the human D3 dopamine receptor; P35462; D3R DiscoveRx beta-arrestin cells, luminescence, 90 min; max activation, %; 0.58% of 410,000 active; in the data active = max activation above about 30%; also: 0% is about no effect; mostly tested at two doses, the higher about 12 µM
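Agonist-mode cell screen: cells plated at 1500/well and incubated overnight at 37 °C, then exposed to library compounds for 90 min at 37 °C. Detection reagent was added for 30–60 min at room temperature, and luminescence was read.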
FUS suppressor: suppressors of FUS proteinopathy in yeast. S. cerevisiae FUS-expressing, growth rescue, OD600, 24 h. Potency, µM (titrated, usually from 76.6 µM), for inactives: at the top dose growth rescue (activation), most hits filed as activators. 0.24% of 390,000 active. AID 1347120;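 also: potency is read from the fitted curve at half-maximal effect; plate controls were DMSO vehicle for no effect and reference control for full effect; nearly all actives have a fitted effect of over 55% in size; some results filed as inactive show a strong effect at the top dose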
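Toxicity suppression screen in FUS-yeast. Cells induced with 2% galactose, starting OD 0.005, treated 24hr at 30C with compounds at multiple final concentrations; growth by OD600.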
Numbers without * were called inactive; ? = inconclusive; / = not tested or not shown; & = joins results of further samples; [ ] = dose if it differs, or a comment. Unless noted, calls follow the shape of the dose curve; as a rule, active = well fitted curve in the direction sought with a large enough effect; inconclusive = small, poorly fitted or top-dose-only effect, or another doubt; inactive = no such curve, though single readings can be large; an effect the other way counts as inactive or inconclusive. This is a subset (hit frequency here may not be typical).

nr	Molecule	aSyn yeast inh	EPAC2 agonist	EPAC2 antagonist	Abeta rescue
1	CCN1C(=O)N(CC)C(=O)C2(Cc3ccccc3N3CCN(c4ccccc4)CC32)C1=O (stereo not given)	1%	6%	-11%	?
2	N#CC(C#N)=C(C#N)c1ccc(Nc2ccccc2)cc1	0%	0%	1%	-7%
3	CC(=NCc1ccco1)c1c(O)n(C)c(=O)n(C)c1=O	2%	5%	18%	-18%
4	Cc1ccc(S(=O)(=O)N(C)C/N=C(\N)N[N+](=O)[O-])cc1	8%	-4%	1%	2%
5	CCC12CN3CCN(CC(C3)/C1=N/NC(N)=O)C2	-7%	0%	0%	-4%
6	COC(=O)CNC(=O)c1cn(CCC#N)nc1-c1ccc(F)cc1	-2%	4%	1%	-9%
7	Cc1cccc(CN2C(=O)CN=C(c3ccccc3)c3ccccc32)c1	/	/	/	-8%
8	O=C1NC(=S)SC1=Cc1ccc(N(CCCl)CCCl)cc1	-13%	-11%	?	-5%
9	O=C1NC(=O)N(CCNc2ncc(C(F)(F)F)cc2Cl)C(=O)C1Cc1ccc(Cl)cc1 (stereo not given)	1%	-4%	-13%	-7%
10	CS(=O)(=O)c1ccc(C2=C(CNC(=O)c3nccs3)[C@H]3CC[C@@H](C2)N3Cc2ccco2)cc1	-2%	10%	2%	-2%
11	COc1ccc(CCN(C)Cc2c(F)cccc2F)cc1OC	4%	6%	4%	8%
12	CC(=O)NC(Cc1ccc(N(CCCl)CCCl)cc1)C(=O)O (stereo not given)	2%	9%	-1%	0%
13	Cc1c(NC(NC(=O)CF)C(Cl)(Cl)Cl)c(=O)n(-c2ccccc2)n1C (stereo not given)	4%	5%	-10%	-7%
14	CC(=O)N1N=C2C3CCN(CC3)C2C1c1ccc(Br)cc1 (stereo not given)	-3%	-3%	0%	-4%
15	CC1(C)NC(=O)[C@H]2CCCN21	0%	-2%	1%	6%

nr	TDP-43 yeast inh	DRD3 antagonist	DRD3 agonist	FUS suppressor
1	10%	16	-1	?
2	?	-1	4	10%
3	-3%	-11	-5	12%
4	15%	12	-3	-21%
5	-25%	-22	-21	23%
6	1%	15	3	-8%
7	5%	/	-16	-2%
8	3%	-23	-3	1%
9	-27%	1	-3	-1%
10	24%	-12	-8	-10%
11	-5%	-8	0	-3%
12	-21%	4	5	-3%
13	-1%	11	2	-2%
14	-4%	-2	1	17%
15	-4%	0	0	0%

New compounds follow
nr	Molecule	aSyn yeast inh	EPAC2 agonist	EPAC2 antagonist	Abeta rescue
16	Cc1ccc(-n2c(O)c(C=NCc3cccnc3)c(=O)[nH]c2=O)cc1C	-5%	-10%	9%	-10%
17	CC(=O)N1N=C(c2cccnc2)OC1c1ccccc1Cl (stereo not given)	10%	7%	7%	4%
18	Cc1ccc(C(O)(c2ccc(C)c(C)c2)C2CN3CCC2CC3)cc1C (stereo not given)	-4%	9%	-3%	?
19	c1ccc(CN2CCc3nc4ccccc4cc3C2)cc1	-2%	5%	-12%	-3%
20	CC1=NN(c2ccccc2)C(=O)/C1=C/c1c(O)[nH]c(=S)[nH]c1=O	0%	-6%	-10%	2%
21	O=c1[nH]c(=S)n(-c2ccc(Cl)cc2)c(O)c1/C=N/N1CCOCC1	7%	14%	5%	1%
22	O=S(=O)(c1cc(Cl)cc(Cl)c1)N1Cc2cc(-c3cccc(F)c3)ccc2-n2nncc2C1	-18%	3%	4%	-6%
23	CC1=Nc2cc(C(=O)N3CCC4(CC3)OCCO4)ccc2Sc2ccc(Cl)cc21	15%	-8%	1%	-21%
24	Cc1ccsc1C(=O)C1CCCN(Cc2cnn(C(C)C)c2)C1 (stereo not given)	-7%	16%	-2%[57.1 µM]	-2%
25	C=Cn1c(P(=S)(N2CCOCC2)N2CCOCC2)cc2c1CCCC2	4%	3%	-9%	-18%
26	C[C@]12CC[C@H](O)CC1=CCC1C2CC[C@@]2(C)C1CC[C@@H]2OCc1ccccc1 (stereo not given in full)	-7%	-4%	12%	-7%
27	COC(=O)c1cc2c(s1)=NC=NP=2(N1CCOCC1)N1CCOCC1	8%&0%	5%&14%	13%&-1%	1%&-12%
28	CN1CCN(Cc2nnc3n2-c2ccc(Cl)cc2C(c2ccccc2)=NC3)CC1	-3%	-3%	8%	-8%
29	OC1/C(=C/c2ccc(F)cc2)N2CCC1CC2 (stereo not given)	1%	1%	-10%	6%
30	CC1(C)COC(Nc2ccc(Cl)cc2)=N1	4%	7%	-2%	4%

nr	TDP-43 yeast inh	DRD3 antagonist	DRD3 agonist	FUS suppressor
16	-2%	9	-7	-2%
17	-12%	20	28	8%
18	-1%	-4	-6	0%
19	-12%	-10	60*	12%
20	-1%	27	14	/
21	0%	7	-1	37%
22	14%	0	6	-30%
23	10%	21	2	32%
24	-13%	-73*	-11	-6%
25	4%	13	-6	28%
26	13%	33	3	0%
27	14%&-12%	2&-13	3&2	-13%
28	-21%	-7	-6	/
29	1%	0	-4	-35%
30	7%	-12	3	-9%

(listing goes on)
nr	Molecule	aSyn yeast inh	EPAC2 agonist	EPAC2 antagonist	Abeta rescue
31	CC1CCCCC1NC(=O)CNC(=S)N1CC2CC(C1)c1cccc(=O)n1C2 (stereo not given)	5%	4%	-3%	10%
32	COc1ccc(C(C)=O)cc1CC(C(=O)c1ccc(F)cc1)N(C)C (stereo not given)	8%	-2%	-8%	10%
33	O=C1c2ccccc2S(=O)(=O)c2cc(C(=O)N3CCN(c4c(Cl)cncc4Cl)CC3)ccc21	0%	7%	-2%	-17%
34	CNC(=S)N/N=C1\C2CN3CCN(C2)CC1(c1ccccc1)C3	-11%	0%	-2%	22%
35	CCCCC12CNCC(C)(CNC1)C2=O	-3%	11%	-1%	1%
36	CCOC(=O)c1cccc(C2=C(CNC(=O)c3ccc([N+](=O)[O-])cc3)[C@H]3CC[C@@H](C2)N3Cc2ccccc2)c1	5%	0%	-9%	-2%
37	Cc1cc(C)cc(NC(=O)CN2C(=O)CN=C(c3ccccc3)c3cc(Cl)ccc32)c1	/	/	/	-4%
38	C[C@@H]1CN([C@@H](C)CO)C(=O)CCCn2nncc2CO[C@@H]1CN(C)C(=O)Oc1cccc2ccccc12	7%	-3%	3%	2%
39	CN1CCc2nc(N)c(C#N)c(-c3ccccc3)c2C1	0%	2%	10%	18%
40	COc1ccc(CCn2c(O)c(/C=N/N3CCOCC3)c(=O)[nH]c2=O)cc1OC	0%	12%	15%	-11%
41	Cc1cccc(NC(=O)c2ccc(S(=O)(=O)N(C)CC3CCCO3)cc2)c1C (stereo not given)	1%	-2%	-1%	-10%
42	Fc1ccc(N2Cc3ccccc3-n3nncc3C2)cc1	15%	7%	-7%	-24%
43	O=C(c1cccs1)N1C2CCC1CC(O)(c1cccnc1)C2 (stereo not given)	-6%	5%	-1%	8%
44	CCCCn1c(-c2nonc2NC(=O)c2ccccc2Cl)nc2ccccc21	?	2%	-3%	9%
45	CN1CCN(Cc2cc(C(C)(C)C)c(O)c(C(C)(C)C)c2)CC1	-9%	-5%	4%	3%

nr	TDP-43 yeast inh	DRD3 antagonist	DRD3 agonist	FUS suppressor
31	0%	13	7	-3%
32	20%	8	4	6%
33	13µM*	71	0	20µM*
34	9%	-9	3	/
35	-5%	-14	2	9%
36	23%	-98*	-17	17%
37	?	/	7	?
38	19%	2	2	22%
39	-12%	1	-1	12%
40	-8%	0	0	29%
41	?	5	3	/
42	?	14	-1	-14%
43	-10%	10	-7	-12%
44	5%	18	1	-28%
45	-8%	-82*	-9	2%

Other compounds follow.
nr	Molecule	aSyn yeast inh	EPAC2 agonist	EPAC2 antagonist	Abeta rescue
46	C/C(=N\NC(=O)c1ccncc1)c1c(O)n(Cc2ccccc2)c(=O)[nH]c1=O	-7%	7%	-8%	9%
47	O=C(CCc1nnc2ccc(NCc3ccccc3Cl)nn12)N1CCC2(CC1)OCCO2	-4%	-12%	10%	7%
48	CCSc1nnc(NC(=O)c2cccn(Cc3ccc(Cl)cc3)c2=O)s1	-1%	/	/	4%
49	C=CCN1CC[C@]23c4c5ccc(O)c4OC2[C@H](O)CC[C@@]3(O)[C@H]1C5 (stereo not given in full)	0%	9%	-3%	-11%
50	O=c1[nH]c(=O)n(CCc2ccccc2)c(O)c1/C=N/N1CCOCC1	8%	7%	4%	-10%
51	CSc1ncc(/C=C2/C(=O)NC(=O)N(c3ccc(C(C)C)cc3)C2=O)cn1	-2%	10%	9%	-9%
52	N#CC1=C(N)Oc2c(c(=O)oc3ccccc23)C1c1ccccc1OC(=O)c1cccs1 (stereo not given)	15%	3%	4%	-1%

nr	TDP-43 yeast inh	DRD3 antagonist	DRD3 agonist	FUS suppressor
46	2%	-10	7	3%
47	-13%	-2	-1	20%
48	?	/	2	-10%
49	19%	-1	10	-34%
50	0%	-11	0	9%
51	-17%	-14	-6	/
52	7%	5	-6	5%

Complete entries from above. Values in the order: aSyn yeast inh, EPAC2 agonist, EPAC2 antagonist, Abeta rescue, TDP-43 yeast inh, DRD3 antagonist, DRD3 agonist, FUS suppressor
`N#CC1=C(N)Oc2c(c(=O)oc3ccccc23)C1c1ccccc1OC(=O)c1cccs1` (stereo not given) is listed with 15%, 3%, 4%, -1%, 7%, 5, -6, 5%
`O=c1[nH]c(=O)n(CCc2ccccc2)c(O)c1/C=N/N1CCOCC1` is listed with 8%, 7%, 4%, -10%, 0%, -11, 0, 9%
`CCSc1nnc(NC(=O)c2cccn(Cc3ccc(Cl)cc3)c2=O)s1` is listed with -1%, /, /, 4%, ?, /, 2, -10%
`C=CCN1CC[C@]23c4c5ccc(O)c4OC2[C@H](O)CC[C@@]3(O)[C@H]1C5` (stereo not given in full) is listed with 0%, 9%, -3%, -11%, 19%, -1, 10, -34%
